From PubChem
M1 ag parental – counter-screen for M1 agonists: effect in parental CHO-K1 cells. Fluo-8 calcium fluorescence; scaled to maximal ATP response, vehicle zero. activation, % at 3 µM. 360,000 compounds, 0.48% hits; in the data active = activation above about 15%;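 note: untransfected CHO-K1 host cells lacking M1 receptor as counterscreen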
OXTR potentiate – potentiates the human oxytocin receptor response. AID 2445. activation, % at 3 µM. CHO-OTR cells, Fluo-8 calcium fluorescence, potentiator mode; 0% = oxytocin EC15, 100% = EC100. 320,000 compounds, 0.061% hits. P30559;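 active = activation above that plate's cutoff, the mean activation of tested compounds plus 3 SD, cut at about 6.6% in these data, passing the limit was not always enough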;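 note: 100% uses oxytocin at 75 nM as the full agonist control; some results filed as inactive read as strong as hits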
Target sequence (P30559 whole entry, looked up): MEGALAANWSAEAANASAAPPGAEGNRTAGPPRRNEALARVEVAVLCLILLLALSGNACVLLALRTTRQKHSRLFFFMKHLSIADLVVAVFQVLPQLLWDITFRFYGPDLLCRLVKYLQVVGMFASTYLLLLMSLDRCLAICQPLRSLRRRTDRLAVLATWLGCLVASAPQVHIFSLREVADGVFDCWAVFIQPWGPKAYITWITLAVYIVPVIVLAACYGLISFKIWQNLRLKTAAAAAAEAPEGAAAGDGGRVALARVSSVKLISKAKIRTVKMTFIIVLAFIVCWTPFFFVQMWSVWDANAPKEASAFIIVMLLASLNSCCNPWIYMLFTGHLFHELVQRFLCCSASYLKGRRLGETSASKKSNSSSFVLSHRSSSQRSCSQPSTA
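Dosing: Single dose, 3.0 µM nominal final compound concentration | Material: Human OTR in CHO cells | Technique: Kinetic Fluo-8 calcium fluorescence | Benchmarks: EC15 oxytocin alone as 0%, 75 nM oxytocin as 100% | Probe or stimulus: Oxytocin at about EC15, sub-maximal agonist stimulus | Incubation: Compound 6 min at room temperature before oxytocin, 100 s read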
M4 antag – antagonists of human muscarinic M4 receptor (CHRM4) | CHO-hM4 cells, ACh EC80, Fluo-8 calcium fluorescence | 360,000 compounds, 0.73% hits | P08173 | inhibition, % at 3 µM;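 active = inhibition above its plate's cutoff, the mean inhibition of sample wells plus 3 SD, cut at about 27% in these data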;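 note: 0% = acetylcholine EC80 with DMSO and 100% = DMSO without agonist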
CHO parental Ca – signal in parental CHO cells, OX1R antagonist counter-screen; parental CHO-K1, ATP-induced calcium, Fluo-8 fluorescence; inhibition, % at 5.6 µM; 330,000 compounds, 0.63% hits;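 active = inhibition above that plate's mean sample inhibition plus 3 SD, cut at about 26% in these data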;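 note: 0% = ATP-challenged DMSO wells and 100% = DMSO wells without ATP; some compounds past the cut are filed as inactive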
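Assay system: untransfected parental CHO cell line. Also added: ATP agonist challenge. Dosing: one dose, 5.6 µM nominal. Measured by: Fluo-8 fluorescence. Read-out: % inhibition. Benchmarks: ATP wells versus no-ATP DMSO wells. Repeats: no replicates.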
CHO-K1 Ca antag – counter-screen for M1 antagonists: effect in parental CHO-K1 cells | AID 602250 | ATP-induced calcium, Fluo-8 fluorescence | 360,000 compounds, 0.6% hits | inhibition, % at 3 µM;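 active = inhibition above a per-plate cutoff, the plate's mean sample inhibition plus 3 SD, cut at about 24% in these data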;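 note: 0% = DMSO plus EC80 ATP and 100% = DMSO alone without ATP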
M1 PAM – human CHRM1 positive allosteric modulation | P11229 | CHO-K1 hM1, Fluo-8 calcium fluorescence, ACh EC20; 0% = ACh EC20, 100% = maximal ACh | activation, % at 3 µM | 360,000 compounds, 0.088% hits; in the data active = activation above about 19%, passing the limit was not always enough
Target sequence (P11229 whole entry, looked up): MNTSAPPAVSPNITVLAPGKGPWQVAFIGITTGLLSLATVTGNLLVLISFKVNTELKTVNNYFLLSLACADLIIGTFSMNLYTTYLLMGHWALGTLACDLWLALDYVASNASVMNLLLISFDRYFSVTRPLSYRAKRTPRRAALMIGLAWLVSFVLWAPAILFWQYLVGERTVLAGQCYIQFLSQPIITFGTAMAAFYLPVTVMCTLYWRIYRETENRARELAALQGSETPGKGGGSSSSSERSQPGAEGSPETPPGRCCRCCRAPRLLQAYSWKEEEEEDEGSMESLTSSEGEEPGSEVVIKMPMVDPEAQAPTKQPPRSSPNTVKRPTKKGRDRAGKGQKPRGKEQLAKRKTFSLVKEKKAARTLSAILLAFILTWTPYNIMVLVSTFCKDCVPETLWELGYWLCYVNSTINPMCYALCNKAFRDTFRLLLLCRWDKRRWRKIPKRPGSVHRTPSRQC
M4 ag – CHRM4 agonism in calcium assay. P08173. CHO-K1 hM4/Gqi5, Fluo-8 calcium fluorescence; vehicle 0%, full acetylcholine response 100%. activation, % at 3 µM. 360,000 compounds, 0.14% hits. AID 624127;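 active = activation above the run mean over all test wells plus 3 SD, cut at about 32% in these data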;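 note: peak over basal fluorescence ratio per well then scaled between controls; 0% = DMSO wells and 100% = acetylcholine at EC100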
CHRM1 agonist – activates human CHRM1 receptor; CHO-K1 hM1, Fluo-8 calcium fluorescence, agonist mode; 0% DMSO, 100% acetylcholine EC100; P11229; 360,000 compounds, 0.33% hits; AID 588814; activation, % at 3 µM;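 active = activation above the run's mean compound activation plus 3 SD, cut at about 16% in these data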;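 note: peak over basal fluorescence ratio within a 140 s kinetic read after compound addition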
CHRM1 antagonist – blocks human M1 muscarinic receptor. CHO-K1 hM1, Fluo-8 calcium fluorescence, ACh EC80 antagonist. inhibition, % at 3 µM. 360,000 compounds, 1.3% hits;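 active = percent inhibition above its own plate's cutoff, namely the mean of that plate's compound wells plus 3 SD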;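 note: peak over basal fluorescence ratio during 140 s after agonist addition; 0% = ACh EC80 plus DMSO and 100% = DMSO alone without agonist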
Starred values were filed as active, the others as inactive; nt = not tested or not shown.

smiles | M1 ag parental | OXTR potentiate | M4 antag | CHO parental Ca | CHO-K1 Ca antag | M1 PAM | M4 ag | CHRM1 agonist | CHRM1 antagonist
COc1ccc(N=c2oc3ccc(OC)cc3cc2-c2nc3ccccc3[nH]2)cc1 | 0.7 | -4.5 | -1.5 | -9.0 | 1.6 | 6.9 | 3.3 | -2.6 | -8.8
CN1CCC(=NNC(=O)CN(c2ccc(Oc3ccccc3)cc2)S(C)(=O)=O)CC1 | 0.6 | -6.5 | 4.9 | -15.1 | 1.4 | -0.3 | 2.0 | -0.7 | -1.7
COc1ccc(N2CCN(C(=O)CSc3ncnc4scc(-c5ccc(C)cc5)c34)CC2)cc1 | -0.1 | -5.6 | -0.1 | -19.6 | -3.8 | -5.4 | -2.7 | -4.8 | 5.9
COc1ccccc1N1CCN(C(=O)CSc2nc3ccccc3[nH]2)CC1 | 2.5 | 0.0 | -8.2 | -20.2 | 1.4 | -11.9 | 7.0 | -5.2 | 23.3
COc1cccc(NC(=O)CSc2ccccn2)c1 | 0.6 | 1.1 | 0.0 | -19.2 | -1.7 | 12.2 | 0.7 | -5.2 | -12.6
O=C(COC(=O)c1cc(-c2cccc3ccccc23)nc2ccccc12)NC1CCS(=O)(=O)C1 (stereo unspecified) | 0.2 | -1.0 | -17.8 | 2.2 | 2.6 | -2.7 | 6.8 | -7.6 | -15.9
Cc1nc(NC(=O)c2ccc(Br)o2)ccc1Br | -0.1 | nt | -4.5 | nt | -1.0 | 12.0 | 0.2 | -2.4 | -15.9
CC(C)CN(CC(C)C)C(=O)Nc1ccccc1F | 0.8 | -5.5 | 3.2 | -9.5 | -7.9 | 4.9 | 0.2 | -7.1 | -8.9
CCc1ccc(N2CC(C(=O)OCC(=O)c3c(N)n(CC(C)C)c(=O)n(C)c3=O)CC2=O)cc1 (stereo unspecified) | 0.1 | -12.3 | -10.5 | -20.0 | 0.1 | 1.4 | 3.6 | -1.6 | -2.5
O=C(Nc1cccc(S(=O)(=O)N2CCCC2)c1)c1cc(-c2ccccn2)nc2ccccc12 | 7.3 | -11.2 | -1.7 | -10.4 | 4.7 | -12.5 | 16.4 | -3.5 | 16.9
Cc1cc(C)n(C(=O)CNc2ccccc2Cl)n1 | -0.4 | -9.2 | -11.2 | -12.2 | -18.2 | 5.7 | 0.0 | -4.2 | -16.9
COCCN(Cc1cc2ccc(C)c(C)c2nc1Cl)C(=O)N1CCOCC1 | 1.8 | -9.2 | 6.5 | -17.7 | -11.9 | 5.5 | 3.5 | -2.3 | -1.4
COc1ccc(/C=C2\SC(=S)N(NS(=O)(=O)c3ccccc3)C2=O)c(OC)c1 | -0.2 | nt | 6.8 | nt | -9.7 | 11.2 | 1.3 | -0.2 | -16.4
O=C1c2ccccc2C(=O)N1CC1=CCS(=O)(=O)C1 | -0.2 | -9.2 | 13.0 | -5.4 | -6.8 | 0.9 | 0.3 | -1.5 | -13.8
NC(=O)C1CCN(C(=O)C2CCN(C(=O)Nc3ccccc3)CC2)CC1 | 0.3 | nt | 11.0 | nt | -4.1 | 0.8 | 0.0 | 7.7 | -4.8
CCN(c1ccccc1)S(=O)(=O)c1cc(NC(=O)COC(=O)C2CC2)ccc1Cl | 6.0 | -27.0 | 1.5 | -16.4 | 17.7 | -6.8 | 12.2 | 1.0 | 20.7
Cc1ccc(NC(=O)c2sc(N)nc2-c2ccc([N+](=O)[O-])cc2)c(C)c1 | 0.3 | 6.0 | -2.6 | 8.1 | 1.6 | 2.6 | 3.3 | -0.2 | 1.3
[N-]=[N+]=CC(=O)C(Cc1ccccc1)N1C(=O)c2ccccc2C1=O (stereo unspecified) | 0.8 | -1.3 | 0.1 | -10.7 | -2.7 | 2.1 | 1.6 | -0.6 | -29.9
c1ccc2c(c1)nnn2CNc1nccs1 | -0.5 | -8.2 | -7.7 | -5.9 | -13.4 | -1.3 | 1.3 | -1.2 | -0.1
CCCC(=O)Nc1nc(C(=O)OCC)cs1 | 1.0 | -2.5 | -16.2 | -12.1 | -13.2 | 4.2 | 1.2 | 0.6 | -2.0
CC(C)Cn1c(N)c(C(=O)NCc2cccs2)c2nc3ccccc3nc21 | 0.8 | 4.0 | 7.0 | -26.1 | 0.9 | 1.8 | 0.5 | -3.6 | 6.0
C[C@H](CO)N1C[C@H](C)[C@H](CN(C)Cc2cccc(O)c2)OCc2ccccc2-c2c(n(C)c3ccccc23)C1=O | 0.4 | nt | -14.7 | nt | -12.4 | 3.3 | 6.1 | -3.1 | -5.2
Cc1cc(C)n2nc(C(=O)Nc3cccc(S(=O)(=O)N4CCOCC4)c3)nc2n1 | 1.2 | nt | -8.3 | nt | -4.6 | 6.6 | 1.7 | -2.9 | -0.6
COc1ccc(CNC(=O)CCS(=O)(=O)c2ccc3c(c2)NC(=O)CS3)cc1 | 1.1 | -7.0 | -5.8 | 9.9 | -14.7 | -3.9 | 0.6 | -2.5 | 13.7
Cc1cc(C)cc(N(CC(=O)NCCSc2ccccn2)S(=O)(=O)c2ccccc2)c1 | 3.6 | -8.2 | -3.6 | -32.2 | 1.0 | 0.2 | 8.4 | -1.0 | 16.4
Cc1nc2cc(CO)ccc2s1 | 0.0 | -17.3 | 6.6 | -2.2 | 14.8 | 5.8 | 0.4 | -2.6 | -3.8
CC1(C)CC(=O)C=C(N2CCCC2)C1 | -0.1 | -5.3 | 9.1 | -2.0 | -13.0 | 6.1 | -0.5 | -7.9 | -16.8
Cc1cccc(C(=O)O)c1NC(=O)c1ccc(F)cc1 | -0.1 | -11.4 | -7.9 | -9.1 | -3.4 | 1.4 | 0.1 | -2.6 | -9.2
Cc1c(O)ccc2c(=O)c(-c3nncn3-c3ccccc3)coc12 | -0.3 | -5.8 | -0.3 | -7.9 | -7.0 | 6.9 | 1.3 | 2.1 | -5.5
O=C(O)c1ccccc1SCC(=O)N1c2ccccc2Sc2ccccc21 | 0.1 | -1.9 | 4.4 | -9.7 | -5.8 | 9.6 | -0.6 | -9.5 | -6.8
CCCCNC(=S)NCc1ccc2[nH]c(C)cc2c1 | -0.1 | -8.4 | 1.4 | 3.0 | 7.0 | -0.4 | 0.3 | -5.3 | -1.0
CCOC(=O)c1c2n(c3ccc(OC(C)=O)cc13)CCC2 | -0.3 | -2.8 | -0.7 | -8.7 | -1.5 | -0.9 | -0.1 | -4.1 | 1.0
COC(=O)C(C)Oc1ccc(-c2nccc(-c3ccc(F)cc3)n2)cc1 (stereo unspecified) | 1.2 | -5.1 | -0.4 | -26.1 | -6.9 | 5.6 | 7.5 | -5.3 | -8.9
CC(C)N1CC(C(=O)Nc2ccc(F)c(Cl)c2)CC1=O (stereo unspecified) | 1.1 | -8.2 | 6.2 | -1.4 | 13.6 | 4.8 | 1.3 | -2.5 | -5.0
C/C(Nc1ccc(C)cc1)=C(/C#N)C(N)=O | -0.7 | 10.3 | -5.0 | -8.0 | -11.8 | 7.6 | -0.5 | -7.0 | -6.5
CCOc1ccc(CCNC(=O)c2cccc(-n3cnnn3)c2)cc1OCC | 2.6 | -7.0 | -6.3 | -23.0 | -21.0 | 8.7 | 6.8 | -0.8 | -8.3
C[C@@H]1CN([C@@H](C)CO)C(=O)CCCn2nncc2CO[C@@H]1CN(C)C(=O)Nc1ccc(N2CCCCC2)cc1 | 0.0 | nt | -4.4 | nt | -0.8 | 5.7 | 0.3 | -3.8 | -13.1
O=C(NCC1CCCO1)c1cc(-c2ccccc2)nc2ccc(Br)cc12 (stereo unspecified) | 4.4 | -6.0 | -4.2 | -4.3 | 7.3 | -7.0 | 4.2 | -1.6 | 22.0
COc1ccc(C(=O)Nc2ccc(N3CCN(C)CC3)cc2)cc1OC | 0.3 | 4.2 | -8.5 | 2.0 | -4.8 | 6.6 | 0.6 | -6.8 | -8.9
CCN(C1CCCCC1)S(=O)(=O)c1ccc(C(=O)O)cc1 | 0.4 | -2.1 | 9.6 | -1.8 | -12.8 | -10.2 | 0.0 | -2.9 | 18.9
Cc1ccc(NC(=O)COC(=O)c2ccc(NC(=O)CC#N)cc2)cc1S(=O)(=O)N1CCOCC1 | 0.5 | -3.2 | 6.8 | -4.3 | -6.6 | -3.5 | 1.5 | -2.1 | -0.2
O=C(Nc1ccc(S(=O)(=O)N2CCOCC2)cc1)c1ccc(Cl)c([N+](=O)[O-])c1 | 1.1 | nt | -3.1 | nt | -7.1 | 0.6 | 2.5 | -1.0 | -6.6
O=C(CSc1cccc[n+]1[O-])c1ccccc1Br | -0.1 | -3.5 | -1.4 | -15.2 | -9.0 | 4.3 | 0.2 | -1.6 | -3.6
CC(=O)N(CN1C(=O)CCC1=O)c1ccc(Cl)c(Cl)c1 | 0.7 | -9.6 | 3.4 | -15.2 | -4.0 | 10.8 | 0.5 | 0.7 | -6.3
CCOc1cc(C(=O)OCC(=O)Nc2ncc(Cl)c(C)c2Cl)ccc1OCC(=O)N1CCOCC1 | -0.3 | -4.9 | 2.9 | -15.7 | 12.0 | 8.0 | 0.9 | -4.9 | -4.4
CCOC(=O)Nc1ccc2c(CN3CCN(S(=O)(=O)c4ccc(C(C)C)cc4)CC3)cc(=O)oc2c1 | 0.0 | -2.0 | -8.9 | -13.5 | -3.0 | 10.1 | 0.1 | -1.9 | -10.2
COc1ccc(NC(=O)Nc2cccc3c2O[C@@H](CN(C)S(=O)(=O)c2cn(C)cn2)[C@@H](C)CN([C@H](C)CO)C3=O)cc1 | 0.6 | -7.2 | 3.2 | -5.5 | -13.8 | 21.1 | 1.2 | -6.6 | 3.8
CCC1Oc2ccc(C)cc2N(CC(=O)NCCCN2CCCCC2C)C1=O (stereo unspecified) | -0.2 | 2.1 | -4.4 | -6.6 | -0.3 | 5.9 | 0.8 | -5.2 | -12.5
COc1ccc(S(=O)(=O)N(C(=O)C(C)C)c2ccc3oc(=O)sc3c2)cc1 | 1.9 | -4.3 | -10.4 | 15.5 | -17.9 | 6.0 | 1.2 | -3.9 | 0.1
CN(c1ccc(OCC(=O)N2CCN(c3ccc(F)cc3)CC2)cc1)S(=O)(=O)c1cccs1 | 9.3 | -9.0 | 2.1 | -1.7 | -8.7 | 6.2 | 15.0 | 0.4 | -2.5
Cc1cc(NS(=O)(=O)c2ccc(NC(=O)/C=C/c3c(F)cccc3Cl)cc2)nc(C)n1 | -0.5 | -1.1 | 1.6 | -8.3 | 4.2 | 6.4 | 0.3 | -5.7 | -8.2
